TAG inh: triacylglycerol accumulation inhibition. H9c2 cells, Nile Red lipid (TAG) fluorescence; cells loaded with 200 µM oleic acid. inhibition, % at 12.5 µM. actives 0.66% (n = 230,000). AID 651582;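 active = pattern-corrected inhibition of lipid staining of at least 50% with the nuclear-stain viability signal not falling by more than 50%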;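 also: 0% = DMSO wells and 100% = triacsin C control wells; some results filed as inactive read as strong as hits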
TAG inh DAPI viability: recorded beside TAG inh, whose call it bears; DAPI nuclei signal change (viability), lower = more cytotoxic, %;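 whole-well DAPI fluorescence read on a plate reader as a viability signal; minus 50 percent equals half of cells still viable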
Numbers without * were called inactive. Not all compounds are listed; the hit share may differ from the screen's.

SMILES	TAG inh	TAG inh DAPI viability
CCOC(=O)/C=C1/SCC(=O)N1Cc1ccc(Br)cc1	4.5	-1.1
CCCC(C)Sc1nc2c([nH]1)c(=S)n(C)c(=O)n2C (configuration not stated)	0.8	2.5
Cn1c(NC(=O)c2ccc(Cl)s2)cc(=O)n(C)c1=O	-130.3	-7.4
O=C(NCCc1cccnc1)C1CCC(=O)N(CCc2cccc(F)c2)C1 (configuration not stated)	-2.5	2.1
Cc1ccc(NC(=O)C2CCN(S(=O)(=O)c3ccc4c(c3)OCCCO4)CC2)nc1	-9.4	-4.7
Cn1cnc([N+](=O)[O-])c1Sc1ccccc1	-17.0	-1.9
COc1cccc(COC(=O)C2CCN(S(=O)(=O)c3ccc(C)cc3)CC2)c1OC	3.2	1.3
O=C(Nc1ccc(NC(=O)c2cccs2)cc1)c1ccco1	5.3	0.8
CC(=O)Nc1cccc(C(=O)OCN2C(=O)c3ccccc3C2=O)c1	14.4	-7.8
c1ccc2c(c1)ccc1nnc(SCc3ccc4c(c3)OCCO4)n12	-38.2	8.5
CCN(C(=S)NC(=O)C1CCCC1)C1CCCCC1	-5.0	-8.7
CCOC(=O)CC1(CC(=O)OCC)NC(=O)c2c(C)sc(C(=O)OCC)c2N1	20.9	7.3
O=C(COC(=O)CCc1nc2ccccc2c(=O)[nH]1)Nc1ccc(N2CCOCC2)cc1	-12.7	13.7
COC(C/C=C\[C@H](O)COCc1ccccc1)OC	-2.1	-0.4
CC[C@]12c3[nH]c4ccc(Cl)cc4c3CCN1C(=O)[C@@H](CC(=O)NC(C)(C)C)C[C@@H]2C(=O)N1CCN(C(=O)c2ccco2)CC1	3.8	-4.1
Fc1ccc(-c2ccc(Nc3cccc(F)c3)nn2)cc1	-21.6	1.3
COCCN(CCNC(=O)c1ccc(NC2=NC3CS(=O)(=O)CC3S2)cc1)Cc1ccco1 (configuration not stated)	-1.2	-1.3
Cc1ccc2oc(C(=O)Nc3ccc(S(=O)(=O)Nc4onc(C)c4C)cc3)c(C)c2c1	12.8	3.9
N#C/C(=C/c1cn(CC(=O)O)c2ccccc12)C(=O)Nc1ccccc1	-4.2	-7.3
O=C(OCCN1C(=O)c2ccccc2C1=O)c1cc(S(=O)(=O)N2CCOCC2)ccc1F	2.1	-2.9
CCCNC(=O)C1(C)CCN1C(=O)C/C=C/c1ccccc1 (configuration not stated)	15.5	-7.5
Cc1ccccc1-c1nc(NCCN(C)C)nc2ccsc12	6.4	7.1
COc1ccccc1N1CCN(C2CC(=O)N(c3cccc(Cl)c3)C2=O)CC1 (configuration not stated)	0.1	-1.7
O=c1[nH]c(-c2ccccc2)nc(-c2ccccc2)c1Cl	5.1	-0.3
CCOc1ccc(NC(=O)N2CCCC2C(=O)NCC2CCCO2)cc1 (configuration not stated)	-2.0	1.2
Cn1nc(-c2ccccc2)cc1NC(=O)c1cccs1	-7.6	-11.1
CN(C)CCn1c(COc2ccccc2)nc2ccccc21	-9.9	6.4
O=C(Cc1ccsc1)NNC(=O)c1cccc(Cl)c1	-1.7	1.6
CC(C)(C)n1nnnc1CN1CCN2CCCC2C1 (configuration not stated)	-0.6	-0.4
CC(C)c1nc2cc(C(=O)N(C)C3CCOCC3)ccc2o1	4.1	4.3
COc1ccc([C@H]2N[C@]3(CCCN(Cc4ccco4)C3=O)[C@H]3C(=O)N(Cc4ccccc4)C(=O)[C@@H]23)cc1	-1.6	-10.6
O=C(Nc1nccs1)c1ccc2ccccc2c1	-9.9	-0.6
Cc1csc(NC(=O)CN2C(=O)c3ccccc3C2=O)c1C(N)=O	-4.6	1.4
COCCNc1nnc(SCC(=O)NNC(=O)c2ccccc2)s1	-5.4	-3.7
COc1ccc(-c2noc(Cn3cc(S(=O)(=O)N4CCCC4)ccc3=O)n2)cc1	5.4	-1.6
CCOC(=O)n1c(=O)n(Cc2ccc(F)cc2)c2ccccc21	-16.0	0.4

Not a retest: entries from further up.
SMILES	TAG inh	TAG inh DAPI viability
COCCNc1nnc(SCC(=O)NNC(=O)c2ccccc2)s1	-5.4	-3.7
COc1ccc(-c2noc(Cn3cc(S(=O)(=O)N4CCCC4)ccc3=O)n2)cc1	5.4	-1.6
CCOC(=O)n1c(=O)n(Cc2ccc(F)cc2)c2ccccc21	-16.0	0.4

Entries of single compounds, looked up by structure. Screens in order: TAG inh, TAG inh DAPI viability
CN(C)CCn1c(COc2ccccc2)nc2ccccc21 reads -9.9, 6.4
COCCNc1nnc(SCC(=O)NNC(=O)c2ccccc2)s1 reads -5.4, -3.7
CC(C)c1nc2cc(C(=O)N(C)C3CCOCC3)ccc2o1 reads 4.1, 4.3
Cn1nc(-c2ccccc2)cc1NC(=O)c1cccs1 reads -7.6, -11.1
O=C(Cc1ccsc1)NNC(=O)c1cccc(Cl)c1 reads -1.7, 1.6

New compounds follow
SMILES	TAG inh	TAG inh DAPI viability
CNc1nc(NCc2cccc(OC)c2)c2sccc2n1	-23.0	14.6
CC1CCN(c2nc3c(c(=O)n(C)c(=O)n3C)n2CCSc2ncccn2)CC1	-2.7	6.1
CSc1n[nH]c(NC2=CC(=O)CCC2)n1	-7.9	1.9
CC(=O)N1c2c(cc(Br)cc2S(=O)(=O)NCc2ccc3c(c2)OCO3)CC1C (configuration not stated)	-20.1	-9.0
COc1ccc([N+](=O)[O-])cc1NC(=O)c1cn(-c2ccc(C)c(C)c2)c(=O)c2ccccc12	-4.3	3.9
Cc1ccc(-n2ncc3c(NCCCN4CCCC4=O)ncnc32)c(C)c1	13.3	-3.9
COCC(=O)N1CCC(Oc2ccc(C(=O)NC3CCOC(C)(C)C3)cc2)CC1 (configuration not stated)	5.8	-1.7
O=C(c1ccccc1NS(=O)(=O)c1cccc([N+](=O)[O-])c1)N1CCCC1	-4.8	-5.4
C[C@H](CO)N1C[C@H](C)[C@@H](CN(C)Cc2ccncc2)Oc2c(NC(=O)C3CCCCC3)cccc2C1=O	2.1	-4.9
FC(F)(F)c1cc(-c2ccco2)nc(NCc2ccco2)n1	-11.8	16.3
COc1ccc(-c2nnc(SCC(=O)NCC3CCCO3)o2)cc1 (configuration not stated)	3.8	2.6
Cc1ccc(OCCCC(=O)Nc2ccc(S(=O)(=O)N3CCOCC3)cc2)cc1	2.9	-2.5
O=C(Oc1ccccc1N1C(=O)C2CCCCC2C1=O)c1ccccc1 (configuration not stated)	-15.1	-7.1
CC(=O)N1CCc2ccccc2C1CC(=O)O (configuration not stated)	5.2	-1.3
COC(=O)N/N=C(\C)c1ccc(OC(F)F)cc1OC(F)F	-2.8	9.5
COc1ccc(-n2ncc3c2CC(C)(C)CC3NC(=O)c2ocnc2C)cc1 (configuration not stated)	-23.7	-3.8
CC1CCC(NC(=O)Cn2c(=O)oc3cc(S(=O)(=O)N4CCCC4)ccc32)CC1 (configuration not stated)	-12.8	9.5
Nc1ncnc2c1ncn2[C@@H]1O[C@H](CNS(=O)(=O)c2ccc3c(c2)CCN(C(=O)C(F)(F)F)C3)[C@@H](O)[C@H]1O	0.1	-6.2
O=C(Cc1ccc(O)cc1)N/N=C/c1cccs1	-3.6	-1.4
O=S(=O)(SC1=NCCN1)c1ccccc1	-28.8	-4.8
Cc1ccc(S(=O)(=O)Oc2cccc(/C=N/Nc3ccc(C(=O)O)cc3)c2)cc1	6.5	-3.5
O=C(NNC(=O)c1cc2ccccc2[nH]1)OCc1ccccc1	-13.2	1.6
Cn1ncc(N2CCN(S(=O)(=O)c3ccc(Br)cc3)CC2)c(Cl)c1=O	4.4	0.5
COCCN(C(=O)c1oc2ccccc2c1COC)c1c(N)n(CC(C)C)c(=O)[nH]c1=O	15.1	-3.2

Two records picked at random from the list so far:
SMILES	TAG inh	TAG inh DAPI viability
COC(=O)N/N=C(\C)c1ccc(OC(F)F)cc1OC(F)F	-2.8	9.5
COc1ccc(-c2noc(Cn3cc(S(=O)(=O)N4CCCC4)ccc3=O)n2)cc1	5.4	-1.6

Carrying on.
SMILES	TAG inh	TAG inh DAPI viability
COc1ccc(-c2csc(NC(=O)C3CCN(C(=O)c4ccc(F)cc4)CC3)n2)cc1OC	9.1	-4.4
CC(C)CCn1c(CN(C)Cc2ccccc2)nc2c1c(=O)n(C)c(=O)n2C	11.4	-0.1
CCCCCCC(=O)Nc1ccc(C(=O)N/N=C/c2cccnc2)cc1	9.5	6.7
COc1ccc(NC(=O)c2cc(C3CCCCN3C(=O)Cc3ccc(N(C)C)cc3)on2)c(C)c1 (configuration not stated)	3.9	0.0
CCOC(=O)c1ccc(NC(=O)CN2CCN(Cc3ccccc3)CC2)cc1	11.2	-1.4
COc1ccc(-c2cn3cc(C(F)(F)F)cc(Cl)c3n2)cc1	-4.3	1.0
O=C1C=C(c2ccc(Cl)c(C(F)(F)F)c2)C[C@@H](c2ccc(F)cc2)C1	3.6	-3.9
O=C(Nc1ccc(N2CCCCC2)cc1)c1ccccn1	-5.2	5.7
CCCCn1c(=O)nc2n(-c3ccc(OC)cc3)c3ccccc3cc-2c1=O	7.7	0.4
N#CCCn1cc(C(=O)N2CCOCC2)c(-c2ccc3c(c2)OCCO3)n1	-2.3	-0.4
CCCCOC(=O)C1=C(C)NC(=O)NC1c1cccc([N+](=O)[O-])c1 (configuration not stated)	5.2	-3.3
CCN(CC)C(=O)c1[nH]cnc1C(=O)Nc1cccc(C)c1	-1.6	1.1
COc1ccc(C)cc1NC(=S)NNC(=O)c1c(Br)cnn1C	-21.0	-5.6
CC(C)(C)c1csc(NC(=O)Cc2ccc(S(=O)(=O)N3CCOCC3)s2)n1	34.1	-13.0
COc1ccc(-c2nc3c4ccccc4ccn3c2CN2CCCCC2)cc1	12.7	-6.4
CC(=O)Nc1sc2c(c1C(c1cccc(F)c1)N1CCN(CCO)CC1)CCCC2 (configuration not stated)	-2.8	14.1
COc1ccc(NS(=O)(=O)c2ccc(S(=O)(=O)N(C)C)cc2)cc1S(N)(=O)=O	-1.9	3.6
CC(C)(C)c1cc(NC(=O)CCSc2nnc3ccccn23)cc(C(C)(C)C)c1	10.5	3.8
COc1ccc(NC(=O)CN(C)C(=O)c2cn(-c3ccccc3)nc2-c2ccc(OC)cc2)cc1	22.8	-9.5
COc1ccc(-c2cccc(C3CC=CC4C3C(=O)N(Cc3ccccc3)C4c3ccc(C(F)(F)F)cc3)c2)cc1 (configuration not stated)	-19.4	2.4
COc1ccc(-c2nn(-c3ccccc3)cc2CNC(=O)c2cccc([N+](=O)[O-])c2)cc1	3.3	12.1
O=C(C1CC(=O)N(c2ccc3c(c2)OCCO3)C1)N1CCN(S(=O)(=O)c2ccc(F)cc2)CC1 (configuration not stated)	-3.2	-9.4
CNC(=S)N(Cc1ccco1)Cc1cc2cc(OC)ccc2[nH]c1=O	2.2	-7.1
Cc1ccccc1-c1nnc(SCc2ccccc2F)o1	-31.0	0.1
COc1ccc(N2CCN(CCCn3cnc4c(OC)ncnc43)CC2)cc1	11.7	0.2
CC1CN(Cc2ccco2)C(=S)N(c2ccccc2)C1=O (configuration not stated)	-14.4	-1.5
CC1CC1C(=O)OCC(=O)N(C)c1c(N)n(Cc2ccccc2)c(=O)[nH]c1=O (configuration not stated)	0.4	-6.1
CN(CC(=O)Nc1c(Cl)cccc1Cl)C(=O)c1cccn1C	0.6	-3.3
Fc1ccc(C2=Nn3c(Cc4ccccc4F)nnc3SC2)cc1	-7.8	6.9
COc1cc(Cl)ccc1NC(=O)COc1ccccc1C(=O)N1CCN(c2ccc(O)cc2)CC1	-9.8	-3.4
COc1cc(OC)cc(C(=O)NCCCn2ccnc2)c1	1.2	-7.7
NC(=O)CC(NC(=O)c1ccccc1)c1ccc(N2CCN(c3ccccc3)CC2)c([N+](=O)[O-])c1 (configuration not stated)	7.2	-0.3
CN1CCN(S(=O)(=O)c2cccc(C(=O)N(c3ccccn3)C3CCCCC3)c2)CC1	-8.0	0.2
COC(=O)c1ccc(C(C2C(=O)CC(C)(C)CC2=O)C2C(=O)CC(C)(C)CC2=O)cc1	-6.8	5.3
C=CCN(CC(=O)c1sc(C(=O)OCC)nc1C)c1cccc(Br)c1	-2.5	-2.0
Cc1c(C(=O)OCC(=O)Nc2c(C)n(C)n(-c3ccccc3)c2=O)oc2ccccc12	-4.3	-9.0

Screens deposited in PubChem by Sanford-Burnham Center for Chemical Genomics.
